FBW7 act = activators of human E3 ligase FBW7. Q969H0. AlphaScreen FBW7–phospho-cyclin E peptide binding, activator screen. normalized activity (activation), % at 26.1 µM. hit rate 0.13% among 650,000. AID 1259310; in the data active = normalized activity above about 1.9%;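 also: purified mutant Fbw7 with reduced substrate affinity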
Target sequence (Q969H0 whole entry, looked up): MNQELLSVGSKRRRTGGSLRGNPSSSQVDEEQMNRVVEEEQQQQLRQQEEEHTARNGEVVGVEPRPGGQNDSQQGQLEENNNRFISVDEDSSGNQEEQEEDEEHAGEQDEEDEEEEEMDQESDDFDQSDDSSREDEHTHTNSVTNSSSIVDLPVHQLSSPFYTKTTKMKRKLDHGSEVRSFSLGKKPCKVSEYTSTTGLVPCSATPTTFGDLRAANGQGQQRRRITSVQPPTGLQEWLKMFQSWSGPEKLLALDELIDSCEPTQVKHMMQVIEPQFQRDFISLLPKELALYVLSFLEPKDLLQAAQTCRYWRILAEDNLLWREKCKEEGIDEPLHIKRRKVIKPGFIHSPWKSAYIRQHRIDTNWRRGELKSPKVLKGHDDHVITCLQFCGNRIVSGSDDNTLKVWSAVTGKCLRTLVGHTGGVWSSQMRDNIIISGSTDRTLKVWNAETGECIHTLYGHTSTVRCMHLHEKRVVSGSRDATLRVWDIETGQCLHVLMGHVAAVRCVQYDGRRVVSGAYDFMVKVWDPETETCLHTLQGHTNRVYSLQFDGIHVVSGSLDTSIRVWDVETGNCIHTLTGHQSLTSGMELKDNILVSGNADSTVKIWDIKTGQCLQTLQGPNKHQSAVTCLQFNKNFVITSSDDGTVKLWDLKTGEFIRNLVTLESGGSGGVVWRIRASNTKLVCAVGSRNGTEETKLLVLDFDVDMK
MITF primary = inhibitors of human MITF; AlphaScreen MITF homodimerization, bead proximity signal; inhibition, % at 2.6 µM; hit rate 0.91% among 650,000; in the data active = inhibition above about 50%;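 also: 0% = vehicle wells with protein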
TEAD-YAP inh = TEAD-YAP interaction inhibition; inhibition, % at 9.12 µM; HEK-TIYL cells, TEAD-Gal4/YAP UAS-luciferase luminescence; AID 1259422; hit rate 1.4% among 640,000; in the data active = inhibition above about 32%;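 also: 0% = median of test compound wells and 100% = reference inhibitor wells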
GPR151 ag = activators of human GPR151; activation, % at 11.2 µM; hit rate 1% among 650,000; PathHunter beta-arrestin GPR151 cells, luminescence; Q8TDV0; in the data active = activation above about 4.9%;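 also: 0% = median of compound wells and 100% = cells with positive control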
* hit, by the source's call; & = joins results of further samples.

Start of the data: the first 3 entries (preview)
Molecule	FBW7 act	MITF primary	TEAD-YAP inh	GPR151 ag
O=C(NCc1ccccc1)C1CC12CCN(Cc1ccc(F)cc1)CC2 (stereo not given)	0.3	3	6	3.0
COc1ncc(CN2CCc3ccc(NC(=O)C4CCCO4)cc3C2)cn1 (stereo not given)	0.0	9	1	2.4
COCCn1c(=NC(=O)c2ccccc2SC)sc2cc(NC(C)=O)ccc21	-0.2	1	-2	-0.2

The whole of this part, from the first entry:
Molecule	FBW7 act	MITF primary	TEAD-YAP inh	GPR151 ag
O=C(NCc1ccccc1)C1CC12CCN(Cc1ccc(F)cc1)CC2 (stereo not given)	0.3	3	6	3.0
COc1ncc(CN2CCc3ccc(NC(=O)C4CCCO4)cc3C2)cn1 (stereo not given)	0.0	9	1	2.4
COCCn1c(=NC(=O)c2ccccc2SC)sc2cc(NC(C)=O)ccc21	-0.2	1	-2	-0.2
CC(O)C(=O)N/N=C/c1ccc(F)cc1 (stereo not given)	0.2	21	-8	1.2
CCOc1ccc2ccccc2c1C(=O)NCc1cccs1	0.8	9	2	-1.0
CCCNS(=O)(=O)c1cc(C)ccc1OC	0.1	-25	2	1.5
CN1C(=O)c2cccc(NC(=O)c3ccc4c(c3)CCCC4)c2C1=O	-0.1	-10	1	0.5
COc1ccc(C(=O)NCc2nnc(SCC(=O)N3N=C(c4cccs4)CC3c3ccc(F)cc3)n2-c2cccc(C)c2)cc1 (stereo not given)	0.3	8	-2	-1.2
CCC(Sc1ccccc1)C(=O)Nc1nnc(-c2ccccc2)s1 (stereo not given)	0.5	10	-3	0.2
CCOC(=O)CCS(=O)(=O)c1ccc(Cl)c(Cl)c1	-0.1	-7	5	-0.6
Cc1ccc2cc(CN(Cc3ccco3)Cc3nnnn3CC3CCCO3)c(=O)[nH]c2c1C (stereo not given)	-0.1	4	3	0.4
CCc1c(C)sc(NC(=O)c2cc(OC)c(OC)c(OC)c2)c1C#N	-0.1	0	-9	-0.7
Cc1nnc(SCC(=O)Nc2ccc(C(F)(F)F)cc2)[nH]c1=O	0.4	14	0	2.5
CN1CCN(Cc2ccc(-c3ccccc3[N+](=O)[O-])o2)CC1	0.0	21	-13	-1.2
Cc1cc(N2CCN(CCO)CC2)n2c(nc3ccccc32)c1C#N	0.2	-4	-5	2.0
COCCOC(=O)C1=C(C)NC2=C(C(=O)CCC2)C1c1cc([N+](=O)[O-])ccc1Cl (stereo not given)	-0.1&0.0	11&11	6&11	1.1&0.7
Cc1ccsc1C(=O)NNC(=O)OC(C)(C)C	0.4	-5	-2	-4.5
COc1ccc(C(=O)N[C@H]2C[C@H]3C(=O)N[C@H](Cc4ccccc4)C(=O)N3C2)cc1	0.7	15	9	1.1
COc1ccc(-c2csc3ncc(C(=O)NC4CCCCC4)c(=O)n23)cc1	0.2	-3	4	-0.4
COc1cccc(NC(=O)c2ccc(-c3ccc(C)cc3)nc2N2CCOCC2)c1	0.4	16	-5	-0.5
Nc1cccc(-c2cccc(C(=O)Nc3ccccc3)c2)c1	-0.1	-3	-23	-1.2
Cc1c2cn[nH]c(=O)c2c(C)n1Cc1ccc(Cl)cc1	-0.3	-7	-18	0.7
Cc1cccc(C)c1-n1nnnc1C1(NNC(N)=O)CCCCC1	-0.3	-2	-5	-1.7
CC(C)CCN(C(=O)CNC(=O)c1ccco1)C(C(=O)NC1CCCCC1)c1ccco1 (stereo not given)	-0.1	7	7	0.4
CCOc1ccc(NC(=O)CC2SC(=O)N(CC(=O)c3ccccc3)C2=O)cc1 (stereo not given)	-0.1	-6	5	0.5
COc1ccccc1-c1nnc(SCC(=O)N2CCC(C)CC2)o1	0.6	9	-15	0.0
CCc1cn[nH]c1C1CCN(Cc2ccoc2)CC1	0.0	2	7	-0.9
Cn1c(=O)c2c(nc(N/N=C\c3ccco3)n2C)n(C)c1=O	-0.1	-6	-4	-0.5
O=C(O)Cn1cc(/C=C2/C(=O)NN(c3ccccc3)C2=O)c2ccccc21	0.7	-2	4	-1.8
CCCN(CCC)S(=O)(=O)c1ccc(C(=O)NNc2nc(-c3ccccc3)c3cc(Br)ccc3n2)cc1	0.1	5	3	-0.6
CC(=O)c1cccc(S(=O)(=O)NCC(F)(F)F)c1	-0.2	-11	-3	5.5*
COc1ccc(N2CCN(c3ncnc4c3cnn4-c3ccc(F)cc3)CC2)cc1	-0.3	-4	10	-0.7
O=C1S/C(=C\c2cc([N+](=O)[O-])cc([N+](=O)[O-])c2O)C(=O)N1c1ccccc1	-0.3	9	7	-1.3
COc1ccccc1CCC(=O)Nc1cnn(CC(=O)NCc2csc(C)n2)c1	-0.1	-3	-4	-0.6
COC(=O)c1ccc(Nc2cc(C)nc3ccc(C)cc23)cc1	0.1	2	32	1.3
N/C(=N\OC(=O)CCC1CCCC1)c1ccccc1	0.5	9	-5	0.2
CCN(CCCNC(=O)Cn1c(C)cc2ccccc2c1=O)Cc1ccccc1	0.0	-5	4	0.1
CSCC(=O)NC1CCCc2c1cnn2-c1ccc(F)cc1F (stereo not given)	0.0	-1	5	1.1
CCOC(=O)c1[nH]c(C)c(C(=O)N2CCCC2)c1C	-0.1	-6	-4	1.0
COc1ccc(-c2c(C#N)c(N)nc3c2CCCCCC3)cc1OC	-0.1	-1	-7	2.7
Cc1ccc(NC(=O)C(C)(C)C)c(Br)c1	0.0	14	10	0.6
CCN(CC)S(=O)(=O)c1cccc(C(=O)Nc2nc(COc3ccccc3)cs2)c1	0.3	2	32*	1.0
COc1cccc(-n2c(=O)c3ccccc3n3c(SCc4c(C)noc4C)nnc23)c1	-0.1	-5	-3	-0.9
CCCC1CCC(C2=N/C(=C\c3ccccc3)C(=O)O2)CC1 (stereo not given)	0.2	12	4	1.4
COCCOC(=O)C1=C(C)NC2=C(C(=O)CC(c3ccccc3)C2)C1c1ccc(OCc2ccccc2)cc1 (stereo not given)	3.4*	9	-10	-0.4
NC(=S)NNc1cccc([N+](=O)[O-])c1	0.0	8	0	0.0
O=C(Nc1nc2ccccc2[nH]1)c1ccccc1O	0.0	8	-43	-0.4
CC(=O)c1c(C)[nH]c(C(=O)CSc2nnc(C)s2)c1C	0.5	8	-18	-0.1
O=C(NCc1ccco1)C1=CCN(S(=O)(=O)c2ccc(Br)cc2)CC1	0.0	-2	-27	-0.1
CCC(C)c1ccc(NC(=O)COc2ccc(Cl)cc2Cl)cc1 (stereo not given)	-0.1	7	-1	0.0
COc1ccc(C2OCC(CO)(CO)CO2)cc1	0.1	10	7	-1.8
CC1(C)C(=O)C2(CCCCC2)C(=O)OC1c1ccc(Cl)cc1Cl (stereo not given)	-0.1	4	11	-0.5
CCOc1cc(S(=O)(=O)Nc2ccc(C(=O)O)cc2)ccc1Cl	-0.1	-5	9	0.3
Cc1ccc(S(=O)(=O)NC(CSCC(=O)O)C(=O)O)cc1 (stereo not given)	0.5	10	-3	-0.3
O=C(NCc1nc2ccccc2[nH]1)c1ccc2nc(N3CCc4ccccc4C3)sc2c1	-0.3	7	-13	2.5
N#C/C(=C\c1ccc(O)cc1)C(=O)NCCc1ccccc1Cl	0.2	8	16	-0.1
CC(C)C(NC(=O)CSCc1ccc([N+](=O)[O-])cc1)C(C)C	0.0	15	5	2.8
Cc1cccc(C)c1OCCCCN1CCNCC1	0.3	64*	7	1.0
CC1=C(C(=O)OC2CCCCC2)C(c2cccc(Cl)c2)C2=C(CC(C)(C)CC2=O)N1 (stereo not given)	-0.2	0	1	0.0
CC1(C)COP(=O)(C(Nc2ccccc2)c2ccccc2)OC1 (stereo not given)	0.0	4	-9	0.2

Results in GPR151 ag, FBW7 act and TEAD-YAP inh, for some of the entries so far:
canonical_smiles	GPR151 ag	FBW7 act	TEAD-YAP inh
CC(=O)c1c(C)[nH]c(C(=O)CSc2nnc(C)s2)c1C	-0.1	0.5	-18
Nc1cccc(-c2cccc(C(=O)Nc3ccccc3)c2)c1	-1.2	-0.1	-23

New compounds follow.
Molecule	FBW7 act	MITF primary	TEAD-YAP inh	GPR151 ag
CC(C)C(=O)Nc1nnc(S(=O)(=O)N(C)c2ccc(Cl)cc2)s1	0.3	2	12	5.8*
C#CCN(C)C(=O)c1cnc2sc3ccccc3n2c1=O	-0.1	8	2	0.0
Cc1cc(NC(=O)CSc2nc3ccsc3c(=O)n2CCCC(=O)NCCc2ccccc2)n[nH]1	0.1	-7	11	-0.2
O=C(CN1C(=O)CCc2ccccc21)NC1CCCCCC1	-0.1	-14	-8	-0.7
CCOc1ccc(S(=O)(=O)Nc2ccccc2C(=O)NN2CCN(C)CC2)cc1	0.1	-12	0	2.9
CS(=O)(=O)N1CCN(c2ccc(N)cc2F)CC1	0.1	17	5	-0.2
COc1ccc(C2C(C(=O)NCCCN3CCCC3)c3ccccc3C(=O)N2Cc2ccc(F)cc2)cc1 (stereo not given)	-0.1	-5	-9	-0.6
CC(=O)c1cccc(NC(=O)C(C)NS(=O)(=O)c2ccc(F)cc2)c1 (stereo not given)	0.0	-4	-7	6.3*
Cc1ccc(S(=O)(=O)CCC(=O)OCC(=O)c2ccccc2)cc1	0.2	-15	4	-0.6
CCCCOc1ccc(C(=O)Nc2ccc3nc(SCC(=O)Nc4ccc(CC)cc4)sc3c2)cc1	-0.1	8	2	0.5
CCOC(=O)c1c(C)oc2c(Cl)cc(NS(=O)(=O)c3ccc(CC)cc3)cc12	0.5	20	3	-0.3
Cc1ccccc1-n1nnnc1SCC(=O)NN	-0.1	1	2	0.7
Nc1nonc1-n1nnc(C(=O)N/N=C/c2cccc(O)c2)c1-c1cccc([N+](=O)[O-])c1	0.0	6	-3	-0.3
CN(Cc1ccccc1)S(=O)(=O)c1ccc2c(c1)CCN2C(=O)C1CC1	0.3	3	2	1.3
Cc1nc(N2CCOCC2)nc(OC2C(=O)c3ccccc3C2=O)c1[N+](=O)[O-]	-0.1	0	3	0.7
CCOC(=O)N1CCN(C(=O)c2ccc3c(=O)n(Cc4ccc5c(c4)OCO5)c(=S)[nH]c3c2)CC1	0.1	11	4	0.3
COc1ccc(C2=NN(CC(=O)NCc3ccco3)C(=O)CC2)cc1	-0.3	10	-1	-0.9
O=[N+]([O-])c1ccc(N2CCN(Cc3nnnn3C3CCCC3)CC2)cc1	-0.1	5	3	0.0
COc1ccc(NC(=O)OCC23COCN2COC3)cc1	0.0	13	8	1.1
CCOC(=O)C(C#N)c1nc2ccccc2nc1N(CCO)Cc1ccccc1 (stereo not given)	0.3	4	4	-0.7
CC(=O)O[C@H]1CC[C@@]2(C)C(C[C@@H](OC(C)=O)[C@]3(C)C2CC[C@@]2(C)[C@H](c4ccoc4)OC(=O)[C@H]4O[C@]423)C1(C)C (stereo not given in full)	-0.1	7	-5	1.2
Cc1sc2ncnc(Nc3ccc(Oc4ccccc4)cc3)c2c1C	0.2	2	-7	-1.2
C/C(=N/NC(=O)C(O)c1ccccc1C)c1ccco1 (stereo not given)	-0.2	-7	10	0.2
COc1ccccc1C1NC(=O)NC(C)=C1C(=O)OC1CCC(C)CC1 (stereo not given)	-0.1	-10	1	0.7
Cc1ccc2nc(C)c(C(=O)N3CC(C)OC(C)C3)n2c1 (stereo not given)	0.4	19	9	-1.2
C=CCOc1ccccc1/C=C1/SC(N2CCCC2)=NC1=O	0.6	13	7	-0.2
CC(C)CC(=O)Nc1nnc(S(=O)(=O)N(C)Cc2ccccc2)s1	-0.1	-9	4	-0.4
Cc1ccc(CN(C(=O)c2ccccc2[N+](=O)[O-])C2CCS(=O)(=O)C2)o1 (stereo not given)	0.1	7	-5	0.3
Cc1ccccc1-c1n[nH]c(=S)n1Cc1ccco1	-0.2	-2	-5	-0.7
CN1CCN(C(=O)c2ccc(-c3nc(Nc4ccccc4)c4ncn(-c5ccsc5)c4n3)cc2)CC1	0.0	-8	23	-0.3
Cc1cc(C)n(-c2nc(N3CCC(C)CC3)nc(C)c2[N+](=O)[O-])n1	-0.5	3	-8	-0.7
Cc1nnc2n1NC(c1ccc(F)cc1)C(C(=O)Nc1cccc(C(F)(F)F)c1)S2 (stereo not given)	0.1	-14	-1	0.4
O=C(Nc1ccc(Br)cc1)C1CCC(N2C(=O)c3ccccc3C2=O)CC1 (stereo not given)	0.0	22	-4	-0.5
O=C(COc1cccc2cccnc12)N/N=C\c1c(F)cccc1Cl	0.1	5	0	0.0
CCOc1ccc(-n2c(/C=C/c3ccc(OC(F)F)cc3)nc3cc(Cl)ccc3c2=O)cc1	0.0	-9	-4	0.7
Cc1onc(-c2ccccc2Cl)c1-c1nnnn1-c1ccccc1	-0.1	2	-1	0.5
Cn1c(/C(C#N)=C(\O)c2cccc(F)c2)nc2ccccc21	-0.1	-3	-10	-1.2
COC(=O)C1=CN(Cc2ccccc2)C=C(C(=O)OC)C1c1cc(C)ccc1C	0.5	-10	-1	-1.0
Cc1cccc(N2C(N)=NC(N)=NC2(C)C)c1	0.1	18	10	-1.8
CC1=C(C(=O)Nc2cccc(F)c2)C(c2ccsc2)C2=C(CCCC2=O)N1 (stereo not given)	-0.1	18	7	0.1

Looked up above:
FBW7 act, CCOc1ccc(-n2c(/C=C/c3ccc(OC(F)F)cc3)nc3cc(Cl)ccc3c2=O)cc1 → 0.0
FBW7 act, COc1ccccc1C1NC(=O)NC(C)=C1C(=O)OC1CCC(C)CC1 (stereo not given) → -0.1
TEAD-YAP inh, Cc1sc2ncnc(Nc3ccc(Oc4ccccc4)cc3)c2c1C → -7

Bioassay records (PubChem BioAssay)
